CRFBP-R2 agonist: CRF-BP/CRF-R2 complex agonism; 350,000 tested, 0.46% active; HEK293 CRF-R2/CRF-BP, calcium dye fluorescence (FLIPR); percent of saturating CRF peptide response; AID 588473; activation, % at 13.2 µM;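 active means activation of at least 50%, plus an integration ratio under a set limit after plate pattern correction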;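 further: plate controls were neutral control wells without compound for no effect and CRF at EC100 for full effect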
M5 ag: agonists of human muscarinic M5 receptor (CHRM5). P08912. CHO-K1 hM5 cells, Fluo-8 calcium fluorescence; 0% DMSO wells, 100% maximal acetylcholine response. activation, % at 3 µM. 360,000 tested, 0.19% active. AID 624037;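 active means activation above the run's mean over test compounds plus 3 SD, cut at about 23% in these data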;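 further: signal is peak over basal fluorescence ratio across the kinetic read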
Target sequence (P08912 whole entry, looked up): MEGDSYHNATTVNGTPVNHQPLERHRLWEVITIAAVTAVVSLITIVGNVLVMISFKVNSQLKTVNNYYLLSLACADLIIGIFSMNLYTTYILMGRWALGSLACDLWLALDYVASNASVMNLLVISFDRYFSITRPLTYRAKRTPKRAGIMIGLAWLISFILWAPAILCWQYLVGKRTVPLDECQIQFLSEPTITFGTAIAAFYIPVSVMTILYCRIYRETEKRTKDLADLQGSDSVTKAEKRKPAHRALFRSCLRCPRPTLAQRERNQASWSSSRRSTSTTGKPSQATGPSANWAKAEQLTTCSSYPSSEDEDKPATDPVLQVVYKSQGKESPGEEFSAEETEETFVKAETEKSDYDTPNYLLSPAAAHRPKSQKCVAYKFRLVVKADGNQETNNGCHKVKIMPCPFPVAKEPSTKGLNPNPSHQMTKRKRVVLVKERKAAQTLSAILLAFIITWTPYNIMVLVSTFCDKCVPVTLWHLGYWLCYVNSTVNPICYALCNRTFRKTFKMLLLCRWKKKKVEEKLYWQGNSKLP
M4 PAM: CHRM4 positive allosteric modulation; activation, % at 3 µM; AID 624126; 360,000 tested, 0.4% active; CHO-K1 hM4/Gqi5, Fluo-8 calcium fluorescence, ACh EC20; 0% = ACh EC20, 100% = maximal ACh;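 active means activation above its plate's cutoff, the mean activation of sample wells plus 3 SD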; further: some results filed as inactive read as strong as hits
Target sequence (P08173 whole entry, looked up): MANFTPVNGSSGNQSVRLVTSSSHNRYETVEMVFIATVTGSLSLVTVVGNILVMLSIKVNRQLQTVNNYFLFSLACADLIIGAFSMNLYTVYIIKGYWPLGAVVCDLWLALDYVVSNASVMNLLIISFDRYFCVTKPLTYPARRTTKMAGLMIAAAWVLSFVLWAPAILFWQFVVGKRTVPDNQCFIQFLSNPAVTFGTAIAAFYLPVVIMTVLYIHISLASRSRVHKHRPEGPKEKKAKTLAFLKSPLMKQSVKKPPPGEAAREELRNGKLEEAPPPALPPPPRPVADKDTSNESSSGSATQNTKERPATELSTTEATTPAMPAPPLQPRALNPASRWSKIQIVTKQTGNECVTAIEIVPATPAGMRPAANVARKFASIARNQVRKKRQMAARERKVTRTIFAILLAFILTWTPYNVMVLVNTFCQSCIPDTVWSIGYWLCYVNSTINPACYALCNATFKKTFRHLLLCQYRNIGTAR
IDE inh: inhibits human insulin-degrading enzyme in HEK cells; P14735; inhibition, % at 5.59 µM; FAbetaB cleavage, fluorescence polarization; 320,000 tested, 0.41% active;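 active means percent inhibition above the average of all tested compounds plus 3 SD, set per screening campaign, cut at about 16% in these data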;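 further: IDE supplied by intact live HEK cells; FP after avidin binding of uncleaved biotin substrate so inhibition keeps polarization high; 0% = DMSO wells and 100% = 60 µM reference IDE inhibitor Ii1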
M4 ag: CHRM4 agonism in calcium assay; 360,000 tested, 0.14% active; CHO-K1 hM4/Gqi5, Fluo-8 calcium fluorescence; vehicle 0%, full acetylcholine response 100%; AID 624127; activation, % at 3 µM; P08173;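 active means activation above the run mean over all test wells plus 3 SD, cut at about 32% in these data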;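 further: peak over basal fluorescence ratio per well then scaled between controls; 0% = DMSO wells and 100% = acetylcholine at EC100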
M4 antag: blocks acetylcholine activation of human M4 receptor. P08173. CHO-hM4 cells, ACh EC80, Fluo-8 calcium fluorescence. inhibition, % at 3 µM. 360,000 tested, 0.73% active. AID 624125;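 active means inhibition above its plate's cutoff, the mean inhibition of sample wells plus 3 SD, cut at about 27% in these data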;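 further: 0% = acetylcholine EC80 with DMSO and 100% = DMSO without agonist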
CHRM5 antagonist: antagonists of human muscarinic M5 receptor (CHRM5) | CHO-hM5 cells, Fluo-8 calcium fluorescence, ACh EC80 | P08912 | 360,000 tested, 0.59% active | inhibition, % at 3 µM | AID 624040;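 active means inhibition above a per-plate cutoff, the mean of that plate's test compounds plus 3 SD, cut at about 27% in these data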;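 further: 0% = acetylcholine EC80 with DMSO and 100% = DMSO without agonist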
CHRM5 PAM: CHRM5 positive allosteric modulation; CHO-K1 hM5, Fluo-8 calcium, ACh EC20 PAM; 0% = ACh EC20, 100% = ACh EC100; P08912; 360,000 tested, 0.3% active; AID 624038; activation, % at 3 µM;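 active means activation above the run cutoff, the mean activation of all test compounds plus 3 SD, cut at about 18% in these data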
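System: CHO-K1 cell line with stable human muscarinic M5 receptor expression | Also added: EC20 acetylcholine as agonist stimulus | Compound: One concentration, 3 µM final (nominal) | Timing: Fluo-8 loading 80 min at 37 °C plus 30 min room temperature | Measured by: Fluo-8 calcium dye fluorescence, kinetic read | Read-out basis: % activation, ACh-normalized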
CRFBP-R2 block: antagonists of CRF-binding protein/CRF-R2 receptor complex | HEK293 CRF-R2/CRF-BP, CRF-induced calcium fluorescence | inhibition, % at 11.8 µM | 350,000 tested, 0.59% active;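 active means inhibition of the ligand-induced calcium signal above about 50% at the single tested concentration, limit read from the data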
An asterisk follows results filed as active; . = not tested or not shown.

SMILES	CRFBP-R2 agonist	M5 ag	M4 PAM	IDE inh	M4 ag	M4 antag	CHRM5 antagonist	CHRM5 PAM	CRFBP-R2 block
O=C1N(Cc2cccnc2)C[C@@H]2C[C@@H](c3cccc(C(F)(F)F)c3)N3CCC[C@@]123	-0.9	-4	-3	-3	0	2	4	3	-2
CCN1CCN(c2ccc(S(=O)(=O)N3CCCCC3)cc2NC(=O)c2cc3ccccc3o2)CC1	-1.0	-3	7	6	2	-4	8	4	-6
COc1cccc(NC(=S)Nc2ccc(Br)cc2Cl)c1	0.2	-1	-4	3	1	6	14	-4	-5
COc1cc(O)c2c(=O)c(-c3ccc(O[C@@H]4O[C@H](CO)[C@@H](O)[C@H](O)[C@H]4O)cc3)coc2c1	0.0	-5	-4	.	1	-9	10	-7	-4
COc1cccc(C(C)(O)c2nc(-c3ccc(OC)c(OC)c3)cs2)c1 (stereo unspecified)	.	2	2	.	6	-14	4	-3	.
O=C(CSc1nnc(-c2cccnc2)s1)Nc1cccc(C(=O)O)c1	-1.9	-1	5	2	1	0	4	-5	4
CC1=C(C(=O)OCCNC(=O)c2cccnc2)C(c2cccc([N+](=O)[O-])c2)C(C(=O)OCCN(C)C)=C(C)N1 (stereo unspecified)	-0.5	-4	1	7	0	7	1	-2	8
C/C(CCc1ccc2c(c1)OCO2)=N\N=C(/N)SC1CC(=O)N(c2ccccc2F)C1=O (stereo unspecified)	0.7	-1	1	4	1	-16	-4	-1	-6
CCCCN(C(=O)c1ccc(S(=O)(=O)N(C)c2ccccc2)cc1)c1c(N)n(CCC)c(=O)[nH]c1=O	-0.1	-2	2	.	3	-4	3	4	-14
CCOc1ccc(OCC)c(S(=O)(=O)NCc2cccnc2)c1	-2.9	-3	12	-2	0	10	-3	0	13
CC(=O)c1cc(CN2CCN(C3CCCCC3)C(CCO)C2)cs1 (stereo unspecified)	-0.2	-7	-8	5	1	2	0	1	1
O=C1CCCC2=C1CC(C(=O)OCc1ccccc1)C(=O)N2Cc1ccccc1 (stereo unspecified)	-6.7	-1	6	.	3	-10	-10	-2	-2
C/C(=N/OC(=O)c1ccc(C)cc1)c1ccc(N2C(=O)C3CCCCC3C2=O)cc1 (stereo unspecified)	-1.8	-2	-3	2	3	-5	-5	-2	-16
COc1ccc(C2C(C(C)=O)=C(O)C(=O)N2c2nccs2)cc1OC (stereo unspecified)	-0.4	1	0	7	1	6	-8	4	11
O=C(CSc1n[nH]c(-c2ccccn2)n1)Nc1cccc(Cl)c1	-0.2	-2	6	-3	3	-2	-7	3	33
CCOC(=O)N1CCN(C(=O)c2cc3c(s2)-c2c(C)cccc2OC3)CC1	18	-2	6	12	0	2	6	2	-18
CCOC(=O)C1CCCN(C(=O)CN(c2ccc(OC)cc2)S(=O)(=O)c2c(C)noc2C)C1 (stereo unspecified)	2.8	1	-5	1	4	-2	-2	-9	-2
Oc1[nH]c2ccccc2c1C=NCC1CCCO1 (stereo unspecified)	0.2	2	10	2	1	-2	3	-4	-63
CCOC(=O)N1CCN(C(=O)c2ccc(N(Cc3ccccc3Cl)S(C)(=O)=O)cc2)CC1	-4.9	0	5	4	-1	1	-4	4	18
CC(=O)N1CCN(S(=O)(=O)c2cccc(C(=O)Nc3ccc(OC(F)F)cc3)c2)CC1	-0.2	-2	0	1	2	4	0	6	9
O=S(=O)(c1ccc(Cl)cc1)N1CCN(S(=O)(=O)N2CCCCCC2)CC1	4.9	7	-7	1	15	-4	5	-16	5
Cc1onc(-c2ccccc2Cl)c1C(=O)OCN1C(=O)c2ccccc2C1=O	-2.0	-2	7	4	4	8	0	-6	21
COc1ccccc1Cn1c(/C=C/c2ccccc2)nc2ccccc21	1.5	-8	-5	-2	-1	-4	-1	-7	9
Cc1ccc([N+](=O)[O-])cc1S(=O)(=O)Nc1ccc(C(=O)N2CCN(C(=O)c3ccco3)CC2)cc1	-0.1	2	17	-4	0	-17	-7	11	11
COc1ccc(Cl)cc1N1C(=O)CN(Cc2cc(OC)c(OC)c(OC)c2)C1=S	-1.1	-3	-3	4	1	-11	15	-9	8
SMILES	CRFBP-R2 agonist	M5 ag	M4 PAM	IDE inh	M4 ag	M4 antag	CHRM5 antagonist	CHRM5 PAM	CRFBP-R2 block
O=C(CCCc1cccs1)Nc1nccs1	-0.9	3	8	2	3	-4	5	7	-5
Cc1oc(-c2cc(Cl)cc(Cl)c2)cc1C(=O)NCCc1ccccc1	1.7	-1	5	-1	-1	2	-7	0	-43
CC(=O)c1ccc(NC(=O)C2(c3ccccc3)CC2(Cl)Cl)cc1 (stereo unspecified)	14	16	-1	4	6	-8	0	5	-8
Cc1ccc(NC(=O)CN(C)C(=O)c2cc(C)on2)cc1	1.1	2	5	0	2	6	7	-2	-3
O=c1ccc(=O)n2n1CC(O)C2	1.8	-1	-1	2	1	5	-2	4	-4
COc1ccc(/C=N/NC(=O)c2ccc[nH]2)cc1	-3.4	0	5	2	0	-6	4	-2	-7
CN(C)S(=O)(=O)c1ccc(C(=O)N(c2ccccn2)c2ccccn2)cc1	4.1	-1	-1	2	0	1	6	-1	-9
O=C(Nc1cc(Cl)cc(Cl)c1)Nc1cnccn1	0.2	1	-12	2	10	12	21	-17	-2
COc1ccc(C2(C(N)=O)CCCCC2)cc1OC	1.8	-1	3	-1	1	4	4	-2	-41
Cc1cc([N+](=O)[O-])cc2c1NC(=O)C2(O)N1CCOCC1 (stereo unspecified)	-0.2	-2	-6	5	1	7	-8	5	1
COc1ccc(C2C(C(=O)c3ccco3)=C(O)C(=O)N2CCN2CCOCC2)cc1 (stereo unspecified)	2.0	-5	-4	4	2	11	-5	3	-1
CC1CCCC(C)N1C(=O)COc1ccc(F)cc1 (stereo unspecified)	1.1	-3	-4	4	1	6	-17	-3	8
CCOc1ccc(NC(=O)CCCCCN2C(=O)[C@@H]3Cc4ccccc4CN3C2=O)cc1	-1.2	0	-3	0	6	-7	-14	9	-11
Cc1ccc(C(C(=O)NCc2ccco2)N(CCc2ccccc2)C(=O)Cn2nnc3ccccc32)o1 (stereo unspecified)	-1.2	-2	6	.	3	-5	-1	-5	-3
Cc1cc(NCc2ccccc2)nc2ccccc12	41	19	-11	1	18	-17	-5	-22	-5
O=C(Cn1[nH]c(=O)c2ccccc2c1=O)N1CCN(S(=O)(=O)c2ccc(Cl)cc2)CC1	0.6	-6	16	5	1	-24	9	2	-2
CSCC[C@H](NC(=O)NCc1cccs1)C(=O)O	-1.7	1	17	1	1	-7	-6	4	6
CC(C)C(c1nnnn1C1CCCCC1)N1CCN(c2ncccn2)CC1 (stereo unspecified)	-0.3	1	4	7	0	-5	-3	0	5
COCCNC(=O)C1(C)Cc2c(-c3ccc4c(c3)OCO4)ccnc2O1 (stereo unspecified)	.	-2	6	.	1	-21	5	1	.
COc1ccc(CN(Cc2cc3cccc(C)c3[nH]c2=O)C(=O)N(C)C)cc1	12	-2	2	1	6	-1	-3	-11	-2
COc1cc(NC(=O)c2cccc(C)c2)c(OC)cc1NC(=O)CN1CCOCC1	-1.4	2	-4	6	4	2	6	-1	12
Cc1c(C=O)cnn1CCC(=O)O	-1.6	0	6	2	1	12	0	0	-5
CCN(CC)CCCOc1ccc(Cl)c(Cl)c1	-0.2	-6	-1	6	2	8	1	-5	-4
O=[N+]([O-])c1cccc(C=NN=C2c3ccccc3-c3ccccc32)c1	4.5	3	3	.	0	-10	-3	-6	-12
CCN1C(=O)/C(=C/C=C2\C=CN(CC)c3ccccc32)SC1=S	0.4	-2	-7	8	1	13	2	-3	53*
SMILES	CRFBP-R2 agonist	M5 ag	M4 PAM	IDE inh	M4 ag	M4 antag	CHRM5 antagonist	CHRM5 PAM	CRFBP-R2 block
C[C@@H]1NC(=O)[C@H](CCC(N)=O)NC(=O)c2cc([N+](=O)[O-])cc(I)c2NCCC[C@@H](C(N)=O)NC1=O	-1.8	-5	2	3	-1	-10	4	3	-5
COCc1cc(N2CCN(c3ccccc3F)CC2)nc(-c2ccccc2)n1	-0.3	-2	3	1	-1	2	4	3	-21
CCn1c2ccccc2c2cc(NC(=O)CNCC3CCCO3)ccc21 (stereo unspecified)	-1.8	-2	2	4	2	7	-6	0	-23
O=C(N/N=C/C=C/c1ccccc1)C1CC1(c1ccccc1)c1ccccc1 (stereo unspecified)	-1.2	-1	15	6	2	-4	-1	-2	12
CC(C)(C)c1ccc(CSc2nnc(-c3ccccc3NC(=O)c3ccccc3)o2)cc1	-0.5	0	-4	4	1	4	8	-7	2
Cn1c(=O)n(C)c2cc3[nH]cnc3cc21	-2.5	-1	-6	-1	0	-4	2	-4	-4
COc1cc(S(=O)(=O)Nc2cccc(C(=O)O)c2)c(OC)cc1Cl	0.6	3	-3	-8	0	2	-5	3	8
O=C(COc1ccc(Cl)cc1Cl)Nc1ccc(Cl)cn1	0.0	-2	1	1	0	-5	-5	2	-29
CCC(=O)N1CCCC(C)(C(=O)Nc2ccc(C)c(C)c2)C1 (stereo unspecified)	.	1	-8	.	1	9	10	-4	.
Cc1ccc2[nH]c3c(=O)n(CCc4cnc[nH]4)cnc3c2c1	-1.1	0	-2	7	0	11	2	-4	29
COc1ccc(N2CCN(C(=O)CSc3nnc4c(C)cc5c(C)cc(C)cc5n34)CC2)cc1	-0.1	0	1	3	0	8	-3	-1	7
O=C(Cn1nnc(-c2ccccc2NC(=O)c2ccccc2)n1)Nc1ccc2c(c1)OCCO2	0.6	0	7	7	1	4	5	-7	-9
CCOC(=O)c1c(NC(=O)COC(=O)CCOc2ccccc2C)sc(C(=O)NC)c1C	-0.3	0	0	2	2	4	7	-2	-6
O=C1OC(Nc2ccc(F)c([N+](=O)[O-])c2)c2ccccc21 (stereo unspecified)	-1.2	0	-2	2	0	6	-4	3	-9
CSc1ccccc1NC(=O)c1cc2c(=O)n3ccccc3nc2s1	-1.3	-1	1	3	2	8	0	-4	-13
Cc1cc(C)cc(N2C(=O)C3NN=C(C(=O)OCc4ccccc4)C3C2=O)c1 (stereo unspecified)	-2.1	3	4	-7	2	5	0	0	3
CC(=O)Nc1ccc2c(c1)nc(CCNC(=O)c1ccccc1)n2C	-1.1	-1	1	-2	1	-8	2	-4	5
COc1cccc(C(=O)Nc2cc3c(cc2C(C)=O)OCCO3)c1	-0.6	-1	-4	1	-1	9	-4	0	10
CCS(=O)(=O)N1Cc2ccccc2CC1C(=O)Nc1nc2ccc(F)cc2s1 (stereo unspecified)	-0.6	0	-2	7	2	-2	-8	-1	-26
Cc1nn(C)c(C)c1NC(=O)CCl	5.1	-3	9	0	1	-2	1	-4	-51

Looked up by compound from the list above:
SMILES	CRFBP-R2 agonist	M5 ag	M4 PAM	IDE inh	M4 ag	M4 antag	CHRM5 antagonist	CHRM5 PAM	CRFBP-R2 block
O=c1ccc(=O)n2n1CC(O)C2	1.8	-1	-1	2	1	5	-2	4	-4
O=C(CCCc1cccs1)Nc1nccs1	-0.9	3	8	2	3	-4	5	7	-5
CN(C)S(=O)(=O)c1ccc(C(=O)N(c2ccccn2)c2ccccn2)cc1	4.1	-1	-1	2	0	1	6	-1	-9
Cc1onc(-c2ccccc2Cl)c1C(=O)OCN1C(=O)c2ccccc2C1=O	-2.0	-2	7	4	4	8	0	-6	21
Cc1ccc(NC(=O)CN(C)C(=O)c2cc(C)on2)cc1	1.1	2	5	0	2	6	7	-2	-3
